High-throughput results: PubChem, The Scripps Research Institute Molecular Screening Center
TEAD-YAP inh: TEAD-YAP interaction inhibition; HEK-TIYL cells, TEAD-Gal4/YAP UAS-luciferase luminescence; inhibition, % at 9.12 µM; hit rate 1.4% among 640,000; AID 1259422; in the data active means inhibition above about 32%;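 further: 0% = median of test compound wells and 100% = reference inhibitor wells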
FBW7 act: human FBW7 E3 ligase activation, primary screen; Q969H0; AlphaScreen FBW7–phospho-cyclin E peptide binding, activator screen; normalized activity (activation), % at 26.1 µM; hit rate 0.13% among 650,000; AID 1259310; in the data active means normalized activity above about 1.9%;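 further: purified mutant Fbw7 with reduced substrate affinity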
Target sequence (Q969H0 whole entry, looked up): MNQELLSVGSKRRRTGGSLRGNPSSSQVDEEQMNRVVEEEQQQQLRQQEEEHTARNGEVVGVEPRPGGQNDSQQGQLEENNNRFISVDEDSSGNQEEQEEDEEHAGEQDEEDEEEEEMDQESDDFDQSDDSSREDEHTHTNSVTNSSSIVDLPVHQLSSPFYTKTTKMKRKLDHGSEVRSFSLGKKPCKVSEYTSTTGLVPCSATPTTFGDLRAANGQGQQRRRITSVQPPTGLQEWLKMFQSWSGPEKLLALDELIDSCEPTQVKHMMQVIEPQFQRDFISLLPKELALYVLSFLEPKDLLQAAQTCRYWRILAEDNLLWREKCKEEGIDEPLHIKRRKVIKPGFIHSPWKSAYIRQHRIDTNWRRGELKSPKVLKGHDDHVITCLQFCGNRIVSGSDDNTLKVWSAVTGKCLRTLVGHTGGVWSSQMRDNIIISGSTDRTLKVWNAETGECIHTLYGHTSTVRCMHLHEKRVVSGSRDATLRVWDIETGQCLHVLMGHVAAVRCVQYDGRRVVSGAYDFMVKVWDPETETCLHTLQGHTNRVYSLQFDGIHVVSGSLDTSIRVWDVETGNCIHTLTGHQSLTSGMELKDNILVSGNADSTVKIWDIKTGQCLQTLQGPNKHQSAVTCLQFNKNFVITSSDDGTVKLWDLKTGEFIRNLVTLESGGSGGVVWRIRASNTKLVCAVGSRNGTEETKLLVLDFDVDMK
GPR151 activ: activates the human receptor GPR151; Q8TDV0; PathHunter beta-arrestin GPR151 cells, luminescence; hit rate 1% among 650,000; activation, % at 11.2 µM; in the data active means activation above about 4.9%;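 further: 0% = median of compound wells and 100% = cells with positive control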
Target sequence (Q8TDV0 whole entry, looked up): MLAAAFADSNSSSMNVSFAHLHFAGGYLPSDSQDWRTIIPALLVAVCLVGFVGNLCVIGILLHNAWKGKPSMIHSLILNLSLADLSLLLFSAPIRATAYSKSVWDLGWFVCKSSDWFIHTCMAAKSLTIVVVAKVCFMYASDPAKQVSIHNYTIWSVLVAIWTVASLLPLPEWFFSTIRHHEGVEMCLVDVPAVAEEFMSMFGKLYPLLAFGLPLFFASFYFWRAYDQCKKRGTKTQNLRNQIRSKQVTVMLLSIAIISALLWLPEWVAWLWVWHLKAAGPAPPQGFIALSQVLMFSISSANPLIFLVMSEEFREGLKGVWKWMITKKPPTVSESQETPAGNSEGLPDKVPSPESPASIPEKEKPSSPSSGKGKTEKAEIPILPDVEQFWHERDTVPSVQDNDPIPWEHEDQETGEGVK
MITF inh: human MITF inhibition, primary screen. O75030. AlphaScreen MITF homodimerization, bead proximity signal. hit rate 0.91% among 650,000. inhibition, % at 2.6 µM; in the data active means inhibition above about 50%;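 further: 0% = vehicle wells with protein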
An asterisk follows results filed as active; . = no result given; & = joins results of further samples.

SMILES	TEAD-YAP inh	FBW7 act	GPR151 activ	MITF inh
Cc1cc(OCCCN2CCN(C)CC2)ccc1C(C)C	2	0.0	1.5	56*
COCCCNCCOCCOc1ccc(Br)cc1Cl	13	0.0	0.3	30
CC(=O)N/C(=C\c1ccc([N+](=O)[O-])cc1)C(=O)Nc1ccc(C)cc1Br	7	0.2	0.0	0
CCOc1ccc2[nH]c3nc(SCC(=O)NC4CCCC4)nnc3c2c1	-1	0.0	-1.1	10
COC(=O)CC(NC1CCN(c2ccc(NC(=O)c3cnccn3)cc2)CC1)C(=O)OC (stereo not given)	-5	0.2	0.5	4
Oc1ccc(C2(c3cccc(Cl)c3)CCCCC2)cc1	-11	0.3	1.1	7
CCOC(=O)Nc1ccc(NC(=O)c2ccccc2C(F)(F)F)cc1	4	0.2	-1.7	10
O=C(Cc1cn(-c2ccc(Nc3ccc4ncccc4c3)nn2)c2ccccc12)NCCOc1ccccc1	17	-0.1	0.0	0
Cc1cccc(CC(=O)Nc2cnn(-c3cccc(C(=O)Nc4cc(C)c(C)c(C)c4)c3)c2)c1	10	0.2	0.1	7
Nc1cccc(NC(=O)c2ccc(Cl)cc2Cl)c1	-17	0.2	-0.7	23
FC(F)(F)c1cccc(-c2nnc3cccc(Cl)n23)c1	16	-0.1	-0.9	-3
CCOC(=O)CSc1ncnc2c1c(-c1ccccc1)cn2-c1ccc(OCC)cc1	0	0.0	-0.4	4
Cc1ccc(C(=O)Nc2ccccc2C(=O)O)cc1S(=O)(=O)Nc1cccc(Cl)c1	10	0.3	-0.6	-2
Cc1nc(NCCNC(=O)c2ccccc2F)cc(N2CCCC2)n1	12	0.7	-2.4	21
O=C(O)c1ccccc1-c1ccc2cnccc2n1	-13	-0.1	0.1	2
COC(=O)C1=C(C)NC(=O)/C1=C\c1ccc2c(c1)OCO2	-10	-0.2	-0.9	9
COc1ccc(C(=O)COC(=O)Cc2ccc(Br)cc2)cc1	0	0.2	2.9	14
Nc1nnc(SCC(=O)Nc2nnc(SCC(=O)Nc3nccs3)s2)s1	-3	-0.1	-0.1	-13
O=C1C(=O)N(CCN2CCOCC2)C(c2ccc(F)cc2)/C1=C(\O)c1ccc(Cl)cc1 (stereo not given)	-5	-0.1	1.5	0
C[C@@H]1NC(=O)[C@@H]2C[C@H](NC(=O)Nc3ccccc3Cl)CN2C1=O	14	-0.1	4.1	6
Cc1ccc(OCc2cc(C(=O)N(C)CCC3CCOCC3)no2)cn1	39*	0.0	3.6	-1
O=C(O)c1ccc2c(c1)C1C=CCC1C(c1ccccc1)N2 (stereo not given)	4	-0.9	0.5	59*
COc1cc(=O)n2c(c1C(=O)NCc1cccs1)CCN(C(=O)c1nonc1C)CC2	-4	0.1	1.2	6
O=C(NCc1ccc2c(c1)OCO2)c1cccs1	-1	-0.1	-1.0	-2
O=C1N[C@@H](Cc2cnc[nH]2)C(=O)N2CCN(Cc3cnn(-c4ccccc4F)c3)C[C@H]12	-1	0.1	0.5	12
(continued)
SMILES	TEAD-YAP inh	FBW7 act	GPR151 activ	MITF inh
CC1(C)OC(=O)C(=CNC(CC(N)=O)C(=O)O)C(=O)O1 (stereo not given)	-4	-0.1	1.2	-1
NC(=O)c1c(NC(=O)CSc2ncnc3sccc23)sc2c1CCC2	-15	0.0	-0.3	-2
Cc1[nH]n(-c2ccccc2)c(=O)c1/C(=N/NC(=O)c1ccccn1)C(F)(F)F	5	-1.7	-3.6	18
Cc1ccc(Cl)cc1NS(=O)(=O)c1ccc2c(c1)OCCN2C	5	-0.1	0.8	0
COc1cccc(C(=O)O/N=C(\N)c2ccc(Br)cc2)c1OC	-52	-0.2	2.8	4
COc1ccc(OC)c(S(=O)(=O)Oc2c(C)cccc2C)c1	-3	-0.1	2.7	-5
CCn1c(O)c2ccc(C(=O)N=NC(=O)c3ccccc3)cc2c1O	0	0.2	0.2	16
CCOC(=O)c1oc2ccccc2c1NC(=O)c1cccc([N+](=O)[O-])c1C	-5	0.1	1.4	14
COc1ccc(-c2ccc(NC(=O)c3sc(-c4ccccc4)nc3C)cc2)nn1	-15	-0.1	-0.8	-15
CCCCc1ccc(NC(=O)c2ccccc2[N+](=O)[O-])cc1	-12	-0.1	0.3	-2
COCCCNCc1c(C(=O)O)n(Cc2ccccc2)c2ccccc12	8	0.1	0.9	1
CCc1cc2c(=O)c(Oc3ccccc3F)c(C)oc2cc1OCC(=O)O	-19	-0.1	0.2	3
Cc1cccc(C(=S)N2CCOCC2)c1	1	0.2	-1.0	-19
CCOCCCNCc1c(C(=O)N2C[C@@H](C)O[C@@H](C)C2)nc2sccn12	1	-0.2	0.2	-9
CCc1ccccc1N(CC)C(=O)c1cn(CC)c(=O)c2cc(OC)c(OC)cc12	-3	0.0	1.0	-15
COc1cccc(N/C(SCc2cccc(F)c2)=C(/C#N)C(=O)NCc2ccccc2)c1	-8	-0.1	1.2	-1
CCc1ccc(NC(=O)c2nn3c(c2Cl)NC(c2ccccc2)CC3C(F)(F)F)cc1 (stereo not given)	-2	0.2	-0.6	-6
CCCc1cc2c(=O)c(-c3nc(C)cs3)coc2cc1OC(C)=O	-13	0.0	-0.3	-2
COc1cc(/C=C/C(=O)O)ccc1OCc1cnc(Cl)s1	1	0.1	-0.5	8
O=C(Nc1c2c(nn1-c1ccccc1)CS(=O)(=O)C2)c1cc2ccccc2oc1=O	6	0.0	1.4	-2
COc1ccc(Nc2nc(N3CCOCC3)c3ccccc3n2)cc1	5	-0.1	1.5	3
O=C(CNC(=O)c1ccncc1)N/N=C/c1ccccn1	10	0.2	-0.2	25
COc1ccc(C(=O)NCc2cn3ccc(C)cc3n2)cc1OC	5	0.0	2.4	5
CC(=O)Nc1ccc(Nc2nc(N3CCOCC3)nc3c2ncn3C2CCCCC2)cc1	-9	-0.2	0.3	3
Cc1cccc(CN[C@@H]2C[C@@H](C(=O)NC(C)C)N(Cc3cccc(Cl)c3)C2)n1	1	-0.2	-0.1	5

Some of these compounds in order of molar mass, falling.
SMILES	TEAD-YAP inh	FBW7 act	GPR151 activ	MITF inh
CCc1ccccc1N(CC)C(=O)c1cn(CC)c(=O)c2cc(OC)c(OC)cc12	-3	0.0	1.0	-15
O=C(CNC(=O)c1ccncc1)N/N=C/c1ccccn1	10	0.2	-0.2	25
Cc1cccc(C(=S)N2CCOCC2)c1	1	0.2	-1.0	-19

Next part:
SMILES	TEAD-YAP inh	FBW7 act	GPR151 activ	MITF inh
O=C(OCCN1CCOCC1)c1cccc(Br)c1	-28	0.3	8.3*	-3
CC1CCN(C(c2ccncc2)c2ccc3cccnc3c2O)CC1 (stereo not given)	20	-0.4	-2.6	89*
CCC1(C)Cc2c(sc3nc(SCC(N)=O)[nH]c(=O)c23)CO1 (stereo not given)	11	0.1	-1.2	6
CCCCNC(=O)n1c(=O)oc2ccc(Cl)cc21	4	0.0	1.0	19
CC(=O)OC[C@H]1O[C@@H](O/N=C2\C[C@@H](O)[C@@H](O)[C@@H]3[C@@H]4C(=O)N(C[C@@H]5CCCO5)C(=O)[C@@H]4CC[C@@H]23)C(OC(C)=O)[C@@H](OC(C)=O)C1OC(C)=O (stereo not given in full)	.	-0.1	0.4	-5
O=C(Nc1ccc(Br)cc1)c1ccccc1NS(=O)(=O)c1ccccc1	20	0.6	0.3	-1
COC(=O)c1c(NC(=O)C(C)Oc2ccccc2Br)sc(C)c1C (stereo not given)	-5	0.0	0.6	-6
CC(C)(C)c1nnc(N/N=C/c2ccc(Br)cc2)[nH]c1=O	-3	0.0	2.4	-3
C=C(C)COc1cc(O)c2c(=O)cc(-c3ccccc3)oc2c1	-5	0.1	0.1	3
COc1cc(I)cc(C=O)c1OC	13	0.5	-0.5	13
Cn1c2ccccc2c2nnc(SCC(=O)Nc3cccc(C(=O)O)c3)nc21	-13	0.1	-0.7	16
Cn1cccc/c1=N\c1cccc[n+]1C	16	-0.1	0.0	-6
CCc1cc2cc(OC)ccc2nc1SCC(=O)NNC(=O)c1ccc(OC)cc1	-2	-0.1	1.1	5
Cc1ccccc1Nc1nc(N)nc(COC(=O)CN2C(=O)NC(C)(C)C2=O)n1	-2	0.0	-0.5	-4
COc1ccc(NC(C)C(=O)N/N=C/c2ccccc2F)cc1 (stereo not given)	15	0.0	2.5	15
CCc1c(C)sc(NC(=O)c2cc(OC)cc(OC)c2)c1C(N)=O	-11	-0.2	2.2	5
O=C(NN=C1CCC(=NNC(=O)c2cccc(Cl)c2)CC1)c1cccc(Cl)c1	-35	-0.1	-1.2	8
O=C(Nc1cc(Cl)ccc1O)c1cccnc1Cl	4	0.1	-0.6	-12
OCCCNc1ccc2ncc(-c3cccc4ccccc34)n2n1	18	0.0	0.9	7
COC(=O)C1=C(C)NC(C)=C(C(=O)OCCN(C)Cc2ccccc2)C1c1cccc([N+](=O)[O-])c1 (stereo not given)	10&9	-0.2&-0.2&0.1&-0.1	-0.1&-0.1&-0.8&-0.9	-1&-19&27&18
COC(=O)COC(=O)c1ccc(-n2nnnc2SCC(=O)OC)cc1	6	-0.1	-0.3	2
CC(C)CC1CC(C)(c2csc(N)n2)OC1=O (stereo not given)	2	-0.1	-0.2	16
COc1ccc2c(c1)OC(C)CN(CC(=O)NCc1cccs1)C2 (stereo not given)	10	0.7	-0.7	13
CC(=O)Nc1ccc(OS(=O)(=O)c2ccccc2[N+](=O)[O-])cc1	-23	-0.2	-0.5	56*
CCOC(=O)c1c(C)n(-c2cccc(C)c2)c2c1cc(O)c1ccccc12	-9	-0.1	-0.4	9

Quoted at random: six entries already listed
SMILES	TEAD-YAP inh	FBW7 act	GPR151 activ	MITF inh
CC1CCN(C(c2ccncc2)c2ccc3cccnc3c2O)CC1 (stereo not given)	20	-0.4	-2.6	89*
O=C(Nc1cc(Cl)ccc1O)c1cccnc1Cl	4	0.1	-0.6	-12
CC(=O)OC[C@H]1O[C@@H](O/N=C2\C[C@@H](O)[C@@H](O)[C@@H]3[C@@H]4C(=O)N(C[C@@H]5CCCO5)C(=O)[C@@H]4CC[C@@H]23)C(OC(C)=O)[C@@H](OC(C)=O)C1OC(C)=O (stereo not given in full)	.	-0.1	0.4	-5
CC(=O)Nc1ccc(OS(=O)(=O)c2ccccc2[N+](=O)[O-])cc1	-23	-0.2	-0.5	56*
COC(=O)COC(=O)c1ccc(-n2nnnc2SCC(=O)OC)cc1	6	-0.1	-0.3	2
Cn1c2ccccc2c2nnc(SCC(=O)Nc3cccc(C(=O)O)c3)nc21	-13	0.1	-0.7	16

New compounds follow
SMILES	TEAD-YAP inh	FBW7 act	GPR151 activ	MITF inh
O=C(OCN1C(=O)c2ccccc2C1=O)c1cc(Cl)ccc1[N+](=O)[O-]	-4	-0.1	-2.2	0
CC(C)Nc1nc(NC(C)C)nc(Oc2ccc(/C=N/O)cc2)n1	1	-0.1	0.9	-6
O=C(CN1N=NC2C(=O)N(c3ccccc3)C(=O)C21)Nc1cc(F)ccc1F (stereo not given)	0	0.1	-2.5	5
Cc1ccc(NC(=O)C2C3C=CC4(O3)C2C(=O)N(CCCOC(C)C)C4C(=O)NC2CCCCC2)cc1C (stereo not given)	8	0.5	-1.6	8
N#C/C(=C/c1ccc(OCC(=O)O)cc1)C(=O)NCc1ccccc1	6	0.6	0.4	23
COc1ccccc1CNC(=O)CCN1C(=O)c2ccccc2S1(=O)=O	-4	0.2	0.3	8
Cc1cc(C)cc(NC2=NS(=O)(=O)c3ccccc32)c1	18	0.0	-0.6	14
O=C(O)c1c(F)c(F)c(F)c(F)c1Cc1ccccc1	-13	0.1	-0.8	15
COc1ccc(CC2(CCC(=O)N[C@H]3CCCCNC3=O)CCC(=O)N2)c(F)c1 (stereo not given in full)	-10	0.5	0.8	0
O=C1C(c2nc3ccccc3[nH]2)=C(O)c2ccccc21	-12	0.2	-0.2	-2
C=C(C)c1nc2cc(OC)c(OC)cc2c(=O)o1	-3	-0.2	-0.7	3
Cc1nn(Cc2ccc(F)cc2)c(C)c1NC(=O)c1cc(C2CC2)on1	0	0.1	1.2	-8
CCc1nnc(NS(=O)(=O)c2ccc(N=CC3=C(O)CC(C)(C)CC3=O)cc2)s1	-7	-0.2	0.1	4
O=C(OCC(=O)N1CCN(Cc2ccccc2)CC1)c1cc(O)c(O)c(O)c1	-11	0.1	-0.6	84*
COc1cc(S(=O)(=O)NC2CCCCCC2)c(OC)cc1Cl	0	0.1	-0.1	14
CCOc1cc(N2CCOCC2)c(OCC)cc1NC(=O)CN(CC)C1CCCCC1	13	0.0	0.3	-2
CCCCN(CC)S(=O)(=O)c1ccc2[nH]c(=O)cc(C(=O)NCCOC)c2c1	2	0.0	0.8	-8
CCc1ccc(-c2csc(=Nc3cccc(C(F)(F)F)c3)n2Cc2ccc3c(c2)OCO3)cc1	10	0.0	1.5	-1
CCNC(=S)NCC12CC3CC(CC(C3)C1)C2	-2	-0.1	0.7	6
O=C(CN1CCN(C(=O)NCc2cccs2)CC1)c1ccco1	5	0.1	-0.8	58*
CCC(=O)NC(=S)Nc1ccccc1Cl	-7	0.1	-0.7	-6
CCCCC1CCC(C(=O)Nc2ccc(S(=O)(=O)Nc3ncccn3)cc2)CC1 (stereo not given)	-7	-0.1	3.6	0
CCOC(=O)c1sc2nc(CC(=O)OC)nc(Nc3ccc(Oc4ccccc4)cc3)c2c1C	-2	0.5	-1.3	10
C/C(CC(=O)Nc1ccc(N(C)C)cc1)=N\NC(=O)c1ccc([N+](=O)[O-])cc1	-1	-0.1	0.3	14
O=c1c2nnn(-c3ccccc3)c2ncn1Cc1c(F)cccc1Cl	-2	0.1	1.0	-10
CN1C(=O)/C(=C/C=C2\SCCN2C)SC1=S	-36	1.3	-1.7	7
CC(=O)c1cccc(Nc2c(-c3ccccc3)c(=O)c2=O)c1	-26	-0.1	1.6	-6
CCN(CC)C(=O)c1ccc(SCc2ccc(C)cc2)c([N+](=O)[O-])c1	3	-0.1	-0.3	10
